# ssDAF-12 act – S. stercoralis DAF-12 activation, primary screen; activation, % at 6.8 µM; HEK293 ssDAF-12/GRIP1 lit1-tk-luc reporter, luminescence; % of 3 µM dafachronic acid response; actives 1% (n = 370,000);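 active = activation above the mean over all tested compounds plus 3 SD, cut at about 0.9% in these data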;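 note: 0% = DMSO-only wells and 100% = 3 µM delta7-dafachronic acid wells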
# ADAM17 inh – inhibits human ADAM17 | recombinant ADAM17, EDANS/DABCYL FRET peptide cleavage | inhibition, % at 6.95 µM | actives 0.83% (n = 370,000);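 active = inhibition above the mean of compounds lying between control limits plus 3 SD, set per campaign, cut at about 8.5% in these data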;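 note: 0% = DMSO-only wells as the low control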
# MBD2 inh – inhibitors of human MBD2 binding to methylated oligonucleotide | Q9UBB5 | AID 686964 | actives 0.31% (n = 370,000) | TR-FRET | inhibition, % at 4.4 µM; in the data active = inhibition above about 13%
# Target sequence (Q9UBB5 whole entry, looked up): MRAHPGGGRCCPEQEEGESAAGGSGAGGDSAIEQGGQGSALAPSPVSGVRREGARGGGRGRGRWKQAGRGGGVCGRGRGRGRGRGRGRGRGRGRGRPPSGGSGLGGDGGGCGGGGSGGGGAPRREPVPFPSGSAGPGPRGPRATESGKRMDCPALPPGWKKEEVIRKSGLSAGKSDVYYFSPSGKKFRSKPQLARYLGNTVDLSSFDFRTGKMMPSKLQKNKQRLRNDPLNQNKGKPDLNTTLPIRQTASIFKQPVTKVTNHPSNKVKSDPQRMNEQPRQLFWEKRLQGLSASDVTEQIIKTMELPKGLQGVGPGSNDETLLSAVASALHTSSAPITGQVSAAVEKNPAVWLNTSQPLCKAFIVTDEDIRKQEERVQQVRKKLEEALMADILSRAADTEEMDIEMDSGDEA
# DAX1 inh-1 – NR0B1 (DAX1) inhibition; P51843; HEK293 Gal4-DAX1 luciferase reporter, luminescence; inhibition, % at 6.75 µM; actives 0.99% (n = 340,000); AID 504766;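 active = inhibition above the mean over all tested compounds plus 3 SD, cut at about 4.2% in these data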;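 note: 0% = DAX1-transfected cells with DMSO and 100% = empty-vector control cells with DMSO; inhibition shows as a rise in luminescence from relieved DAX1 repression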
# PLC-gamma1 inh – PLC-gamma1 (human) inhibition, primary screen; inhibition, % at 12.2 µM; actives 0.84% (n = 370,000); AID 720700; purified PLC-gamma1, fluorogenic substrate, fluorescence; in the data active = inhibition above about 9.5%
# hcDAF12 agonist – activators of H. contortus DAF-12 nuclear receptor; AID 652067; HEK293 hcDAF-12 lit1-tk-luc reporter, luminescence; 0% DMSO, 100% Δ7-dafachronic acid; activation, % at 6.8 µM; actives 1.4% (n = 370,000);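 active = activation above the mean of all tested compounds plus 3 SD, cut at about 5.5% in these data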;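 note: 100% = response to 3 µM Δ7-dafachronic acid high control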
# SMARCA2 act – increases SMARCA2 function in MMTV reporter cells; MG213 cells, MMTV-luciferase reporter, dexamethasone, overnight; activation, % at 9.1 µM; actives 1% (n = 370,000); AID 652017; in the data active = activation above about 7.8%;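 note: 0% = vehicle wells and 100% = reference activator wells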
# Rev-erbA mod – Rev-erb alpha (human) modulation; P20393; Rev-erbα–FITC-DNA binding, fluorescence polarization, 90 min; activity, % at 10 µM; actives 0.79% (n = 370,000); AID 1259318;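 active = activity above about 14%, limit read from the data; passing the limit was not always enough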;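 note: 0% = DMSO wells with 35 nM protein and 100% = DMSO wells with 750 nM protein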
# Target sequence (P20393 whole entry, looked up): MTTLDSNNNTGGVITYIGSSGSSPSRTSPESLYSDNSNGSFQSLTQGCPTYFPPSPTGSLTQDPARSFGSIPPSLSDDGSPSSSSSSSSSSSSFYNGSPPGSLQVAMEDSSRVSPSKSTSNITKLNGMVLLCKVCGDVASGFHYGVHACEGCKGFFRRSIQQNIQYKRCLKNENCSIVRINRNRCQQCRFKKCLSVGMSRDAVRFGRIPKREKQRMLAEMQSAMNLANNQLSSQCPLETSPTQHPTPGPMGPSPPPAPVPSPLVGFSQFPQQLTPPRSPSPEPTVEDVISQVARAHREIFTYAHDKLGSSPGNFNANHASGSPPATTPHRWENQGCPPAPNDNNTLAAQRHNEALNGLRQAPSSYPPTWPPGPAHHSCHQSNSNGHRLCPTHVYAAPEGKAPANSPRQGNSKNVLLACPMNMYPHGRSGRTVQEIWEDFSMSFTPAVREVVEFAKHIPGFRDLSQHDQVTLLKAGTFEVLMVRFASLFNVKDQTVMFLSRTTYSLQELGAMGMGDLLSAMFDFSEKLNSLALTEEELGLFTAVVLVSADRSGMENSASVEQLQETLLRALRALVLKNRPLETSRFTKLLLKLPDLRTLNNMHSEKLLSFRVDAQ
# DAX1 inh-2 – inhibitors of DAX1 repression of SF-1 activated StAR promoter; HEK293T StAR-luciferase reporter, SF-1/DAX-1 repression relief; inhibition, % at 6.8 µM; actives 1.1% (n = 370,000); AID 652010;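 active = inhibition above the mean over all tested compounds plus 3 SD, cut at about 3.6% in these data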;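 note: 0% = DAX-1 cells with DMSO and 100% = cells lacking DAX-1 with DMSO; higher inhibition means more luminescence from relief of DAX-1 repression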
# hgDAF-12 ag – agonists of H. glycines DAF-12 nuclear receptor; activation, % at 6.8 µM; HEK293 GAL4-hgDAF12 UAS-luciferase reporter, agonist luminescence; normalized to butyrate control; actives 1.8% (n = 370,000);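 active = activation above a cutoff set at the mean of all screened compounds plus 3 SD, cut at about 10% in these data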;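 note: 0% = DMSO wells and 100% = sodium butyrate wells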
# PLC-beta3 inh – PLC-beta3 (human) inhibition, primary screen; inhibition, % at 12.2 µM; actives 0.18% (n = 370,000); Q01970; Purified PLC-beta3, fluorogenic substrate, fluorescence; in the data active = inhibition above about 11%;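 note: 0% = median of compound wells on plate and 100% = full blocker control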
# Numbers without * were called inactive; · = not tested or not shown.
[1] O=S(=O)(NN=Cc1ccc(O)cc1O)c1cc(Cl)c(Cl)cc1Cl
[2] COc1cccc(C(=O)NNC(=O)Cc2cccs2)c1
[3] CCN(CCO)C(=O)C(c1ccccc1)c1ccccc1
[4] COc1cccc(OC)c1C(=O)Nc1ccc2c(c1)CCCN2S(=O)(=O)c1ccc(C)cc1
[5] CCOc1ccc(S(=O)(=O)NCCC(=O)NC2CCC(C)CC2)cc1 (centres undefined)
[6] COc1ccc([C@H]2CC(=O)C=C(c3cc4ccccc4c4ccccc34)C2)cc1
[7] Oc1ccc(Nc2ncnc3scc(-c4ccccc4)c23)cc1
[8] Cc1ccccc1OCC(=O)NNC=O
[9] O=C(N/C(=C\c1ccc(Br)cc1)C(=O)N1CCOCC1)c1ccccc1Cl
[10] O=C(CCSc1nc(-c2ccco2)cc(C(F)(F)F)n1)N1CCCc2ccccc21
Assay by compound	1	2	3	4	5	6	7	8	9	10
ssDAF-12 act	-0.9	-0.9	-1.2	-0.1	-1.0	-0.3	-2.0	-0.8	-1.2	-0.4
ADAM17 inh	-8	1	-1	2	-1	-3	-1	3	-3	6
MBD2 inh	3	-3	3	-1	-6	-5	3	-6	-3	4
DAX1 inh-1	3.9	-0.6	-0.4	0.0	1.9	-0.7	-4.0	0.9	0.9	-0.1
PLC-gamma1 inh	-92	5	3	-3	-2	0	-7	3	4	3
hcDAF12 agonist	1.4	4.1	-1.7	-1.1	0.0	-2.4	-4.7	0.2	-1.7	1.9
SMARCA2 act	-2	-1	1	-2	1	-1	-7	-4	0	0
Rev-erbA mod	-4	7	-4	0	-7	-4	-6	4	-3	16
DAX1 inh-2	0.5	0.6	0.6	-0.4	-0.5	-0.3	-2.0	0.7	-1.0	-0.4
hgDAF-12 ag	4.7	1.1	0.1	-0.6	3.0	2.5	-4.8	-0.5	2.3	-0.5
PLC-beta3 inh	-136	0	6	-5	3	3	-6	1	-5	-2

[11] CCN(CC)S(=O)(=O)c1ccc(Cl)c(NC(=O)COc2ccc3c(C)cc(=O)oc3c2)c1
[12] C=CCNC(=S)NCCCCC1NC(=S)N(CC=C)C1=O (centres undefined)
[13] COc1ccc(S(=O)(=O)Nc2ccc3c(c2)C(=O)N([C@H](C)CO)C[C@H](C)[C@@H](CN(C)C(=O)Nc2ccc(F)cc2)OCCCC[C@H](C)O3)cc1
[14] FC(F)(F)c1ccc(Cl)c(Nc2nnc(-c3ccncc3)s2)c1
[15] CC1CCC(C(C)C)C(OC(=O)CSc2nc(N)cc(=O)[nH]2)C1 (centres undefined)
[16] COc1ccc(NC(=O)c2sccc2-n2cccc2)cc1
[17] COCCN(C(=O)CCC(=O)Nc1cc(C)on1)C(C(=O)NC1CCCC1)c1ccccc1C (centres undefined)
[18] CC(NCc1cccnc1)c1ccccc1 (centres undefined)
[19] CCN1C(=O)c2cccc3c(S(=O)(=O)Nc4c(C)n(C)n(-c5ccccc5)c4=O)ccc1c23
[20] O=C(NC1CCN(Cc2ccccc2)CC1)c1cccc(S(=O)(=O)Nc2ccc(Br)cc2)c1
Assay by compound	11	12	13	14	15	16	17	18	19	20
ssDAF-12 act	-0.6	-0.1	-1.2	-0.4	-0.9	-2.1	-1.9	-1.4	-0.3	-1.5
ADAM17 inh	1	-4	-1	-2	1	-3	-4	1	0	-2
MBD2 inh	3	-7	-5	-3	-3	8	4	2	-10	-1
DAX1 inh-1	-1.1	0.6	-0.1	·	-0.8	0.6	-0.7	0.0	-0.3	-1.4
PLC-gamma1 inh	0	1	-1	-5	1	-1	1	-1	-7	1
hcDAF12 agonist	2.3	0.9	-0.8	0.9	-2.0	-0.6	-1.1	-1.7	-2.1	-2.4
SMARCA2 act	-3	-4	-6	-5	0	-2	-4	-2	1	-5
Rev-erbA mod	3	1	7	-3	0	3	0	0	6	1
DAX1 inh-2	1.1	-0.1	0.5	2.3	-0.5	-0.6	0.5	-0.2	-0.1	-4.6
hgDAF-12 ag	0.7	-1.2	-3.0	-0.5	-2.2	-1.9	-1.9	0.7	0.5	-3.5
PLC-beta3 inh	-1	3	1	-8	2	-8	-5	-2	-11	-5

[21] O=C(c1nn2c(C(F)(F)F)cc(-c3ccccc3)nc2c1Cl)N1CCOCC1
[22] COc1ccc(NC(=O)CCCn2nc(C)c3c(C)n(-c4ccccc4)nc3c2=O)cc1
[23] Cc1ccn2cc(CNS(=O)(=O)c3cccs3)nc2c1
[24] COC(=O)CC1(C(=O)OC)Oc2ccccc2C(=O)N1c1ccc(F)cc1F (centres undefined)
[25] COc1ccc(NC(=O)CSc2nnnn2-c2ccc(OC)cc2)cc1
[26] CCN(CC)CCC(=O)N1c2ccccc2Sc2ccc(NC(=O)OC)cc21
[27] C[C@@H]1CN([C@H](C)CO)S(=O)(=O)c2ccc(Br)cc2O[C@H]1CN(C)C(=O)Nc1ccc(F)cc1
[28] O=c1nc(Nc2ccccc2)oc2ccccc12
[29] CC1(C(=O)Nc2ccccc2F)CCN1C(=O)Cc1ccc(-c2ccccc2)cc1 (centres undefined)
[30] Cc1cccc(S(=O)(=O)N(C)C[C@@H]2OCc3cnnn3CCCC(=O)N([C@@H](C)CO)C[C@@H]2C)c1
Assay by compound	21	22	23	24	25	26	27	28	29	30
ssDAF-12 act	-1.1	-1.5	-0.9	-1.4	-0.6	-1.5	-1.7	-0.3	-1.9	-0.7
ADAM17 inh	-2	-1	-6	0	5	0	2	-26	2	-1
MBD2 inh	-2	1	-3	-4	-5	4	5	-2	0	1
DAX1 inh-1	-1.1	-0.5	1.0	0.7	-0.5	-1.1	1.0	5.8*	·	0.3
PLC-gamma1 inh	-20	1	-6	0	11*	1	1	-49	6	-2
hcDAF12 agonist	-2.4	0.4	0.5	-0.9	-1.4	-1.8	0.5	3.7	-3.1	1.4
SMARCA2 act	1	3	2	-2	-5	-3	-4	5	-3	7
Rev-erbA mod	-4	-5	5	-2	-2	0	-4	-5	2	9
DAX1 inh-2	-1.0	0.3	0.8	0.2	-1.5	-0.8	-0.9	0.9	-2.9	1.1
hgDAF-12 ag	-0.8	0.0	6.6	-1.5	-2.0	-3.6	1.9	8.5	-5.4	0.1
PLC-beta3 inh	-22	-4	-18	-4	1	-7	-4	-72	3	-1

[31] COc1ccc(/C=C(/NC(=O)c2ccco2)C(=O)Nc2cccc(C(=O)O)c2)cc1
[32] Cc1nc(-c2ccccn2)nc(SCC(=O)N2CCOCC2)c1Cl
[33] O=C(OCCCc1cc2ccccc2c(=O)o1)c1ccco1
[34] COC(=O)c1ccc(COc2ccc(C)c(C)c2)o1
[35] O=C(O)c1cccc(S(=O)(=O)N(Cc2ccccc2)c2ccc(Cl)cc2)c1
[36] O=C(Cc1ccccc1)Nc1ncccc1Cl
[37] COc1cccc(C(=O)NC2CCNCC2)c1
[38] COc1ccc(Br)cc1/C=N/n1c(C)nc2ccccc2c1=O
[39] Cc1ccc(N=C2SCCCN2C(=O)C2=COCCO2)cc1Cl
[40] Cc1ccccc1OCc1nc(-c2ccc(NC(=O)c3cccs3)cc2)no1
Assay by compound	31	32	33	34	35	36	37	38	39	40
ssDAF-12 act	-0.4	-1.4	-1.1	-1.0	-0.7	-1.9	-0.9	-1.6	-1.4	-1.1
ADAM17 inh	0	-2	-11	1	0	-4	-6	-3	-3	12*
MBD2 inh	1	2	2	2	-2	0	3	4	-4	-3
DAX1 inh-1	0.6	·	1.7	-0.3	0.4	·	3.6	-0.2	-0.5	-0.4
PLC-gamma1 inh	1	-1	-1	4	3	2	-3	0	0	-4
hcDAF12 agonist	3.6	0.2	-2.1	-0.5	-0.6	0.3	-0.2	-0.4	-1.0	0.1
SMARCA2 act	1	-3	0	2	0	-8	-3	-3	-2	0
Rev-erbA mod	0	11	4	0	0	0	6	-1	3	0
DAX1 inh-2	0.1	0.4	0.2	1.0	0.6	0.2	0.0	0.4	-1.2	0.1
hgDAF-12 ag	-0.4	-1.2	1.3	5.9	4.2	-0.8	-0.9	-0.1	-2.2	6.0
PLC-beta3 inh	-4	-6	-5	0	-1	-9	-8	-4	-6	-1

[41] CCOC(=O)/C=C1\NC(C)(C)Cc2cc(OC)c(O)cc21
[42] Cc1ccc(-n2c(SCC(=O)NCc3ccco3)nc3nc4c(cc3c2=O)COC(C)(C)C4)cc1
[43] CCC(=O)Nc1ccc(Cl)c(NC(=O)c2ccc(Br)o2)c1
[44] O=C(CN1C(=O)C2CC=C(Cl)CC2C1=O)N1CCOCC1 (centres undefined)
[45] O=C(Nc1ccc2c(c1)oc1ccccc12)N1CCOCC1
[46] Nc1ccc(C(=O)c2ccccc2C(=O)O)cc1Cl
[47] Cc1cccc(-c2nc(-c3ccncc3)no2)c1
[48] Cc1cccc(C)c1NC(=O)Cc1cccs1
Assay by compound	41	42	43	44	45	46	47	48
ssDAF-12 act	-1.4	-0.5	-1.5	-0.8	-0.6	-1.8	0.5	-0.7
ADAM17 inh	-1	0	0	-2	-6	-2	-2	-4
MBD2 inh	-1	-5	0	-1	-3	1	-6	-1
DAX1 inh-1	-0.2	0.8	-0.8	1.1	1.2	-0.4	5.3*	2.0
PLC-gamma1 inh	2	2	2	1	2	-3	3	-1
hcDAF12 agonist	-0.9	-0.7	-3.3	-0.5	4.0	0.0	2.9	-1.8
SMARCA2 act	-1	-1	2	0	6	0	4	-3
Rev-erbA mod	0	-3	-4	5	2	0	-3	-2
DAX1 inh-2	-0.3	-0.6	-0.5	0.1	0.8	0.6	1.8	-0.8
hgDAF-12 ag	-0.2	-3.7	0.0	-0.1	5.5	0.1	11*	-0.7
PLC-beta3 inh	1	-1	2	2	0	-3	-6	-3

# Molecules listed so far that have fluorine, in the order listed:
[10] O=C(CCSc1nc(-c2ccco2)cc(C(F)(F)F)n1)N1CCCc2ccccc21
[13] COc1ccc(S(=O)(=O)Nc2ccc3c(c2)C(=O)N([C@H](C)CO)C[C@H](C)[C@@H](CN(C)C(=O)Nc2ccc(F)cc2)OCCCC[C@H](C)O3)cc1
[14] FC(F)(F)c1ccc(Cl)c(Nc2nnc(-c3ccncc3)s2)c1
[21] O=C(c1nn2c(C(F)(F)F)cc(-c3ccccc3)nc2c1Cl)N1CCOCC1
[24] COC(=O)CC1(C(=O)OC)Oc2ccccc2C(=O)N1c1ccc(F)cc1F (centres undefined)
[27] C[C@@H]1CN([C@H](C)CO)S(=O)(=O)c2ccc(Br)cc2O[C@H]1CN(C)C(=O)Nc1ccc(F)cc1
[29] CC1(C(=O)Nc2ccccc2F)CCN1C(=O)Cc1ccc(-c2ccccc2)cc1 (centres undefined)
Assay by compound	10	13	14	21	24	27	29
ssDAF-12 act	-0.4	-1.2	-0.4	-1.1	-1.4	-1.7	-1.9
ADAM17 inh	6	-1	-2	-2	0	2	2
MBD2 inh	4	-5	-3	-2	-4	5	0
DAX1 inh-1	-0.1	-0.1	·	-1.1	0.7	1.0	·
PLC-gamma1 inh	3	-1	-5	-20	0	1	6
hcDAF12 agonist	1.9	-0.8	0.9	-2.4	-0.9	0.5	-3.1
SMARCA2 act	0	-6	-5	1	-2	-4	-3
Rev-erbA mod	16	7	-3	-4	-2	-4	2
DAX1 inh-2	-0.4	0.5	2.3	-1.0	0.2	-0.9	-2.9
hgDAF-12 ag	-0.5	-3.0	-0.5	-0.8	-1.5	1.9	-5.4
PLC-beta3 inh	-2	1	-8	-22	-4	-4	3
